LMPTP inh: blocks human LMPTP phosphatase; P24666; recombinant LMPTP-A, OMFP fluorogenic substrate, fluorescence intensity; inhibition, % at 20 µM; hit rate 0.22% among 360,000; AID 651560;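 active means compounds that cut the enzyme signal by at least half of the control window in the single-dose screen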;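 further: plate controls were DMSO wells with enzyme plus substrate for no effect and substrate without enzyme for full effect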
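Buffer or medium: Bis-Tris pH 6.0, DTT, detergent; Assay system: LMPTP-A enzyme; Quantity: 0.625 nM enzyme; Detection: endpoint fluorescence intensity; Times: 50 min dark incubation at room temperature; Controls: substrate-only low control, DMSO enzyme-plus-substrate high control; Doses: single 20 µM dose; Read-out: percent inhibition versus substrate-only and uninhibited controls; Reagent: 400 µM OMFP.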
DNMT1 inh: blocks human DNA methyltransferase DNMT1; hit rate 0.83% among 360,000; AID 588458; DNMT1 molecular beacon, Hinp1I cleavage, fluorescence; inhibition (reported as % activation of signal), % at 10 µM; P26358; in the data active means inhibition above about 50%
CendR NRP1 mod: modulators of CendR peptide binding to human neuropilin-1 | O14786 | FAM-RPARPAR peptide binding to NRP-1, fluorescence polarization | inhibition, % at 25 µM | hit rate 0.85% among 360,000;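 active means inhibition or corrected inhibition above about 18%, plus a signal ratio from 0.5 to 1.5, limit read from the data, passing the limit was not always enough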; further: strong numbers were not always called active
Target sequence (O14786 whole entry, looked up): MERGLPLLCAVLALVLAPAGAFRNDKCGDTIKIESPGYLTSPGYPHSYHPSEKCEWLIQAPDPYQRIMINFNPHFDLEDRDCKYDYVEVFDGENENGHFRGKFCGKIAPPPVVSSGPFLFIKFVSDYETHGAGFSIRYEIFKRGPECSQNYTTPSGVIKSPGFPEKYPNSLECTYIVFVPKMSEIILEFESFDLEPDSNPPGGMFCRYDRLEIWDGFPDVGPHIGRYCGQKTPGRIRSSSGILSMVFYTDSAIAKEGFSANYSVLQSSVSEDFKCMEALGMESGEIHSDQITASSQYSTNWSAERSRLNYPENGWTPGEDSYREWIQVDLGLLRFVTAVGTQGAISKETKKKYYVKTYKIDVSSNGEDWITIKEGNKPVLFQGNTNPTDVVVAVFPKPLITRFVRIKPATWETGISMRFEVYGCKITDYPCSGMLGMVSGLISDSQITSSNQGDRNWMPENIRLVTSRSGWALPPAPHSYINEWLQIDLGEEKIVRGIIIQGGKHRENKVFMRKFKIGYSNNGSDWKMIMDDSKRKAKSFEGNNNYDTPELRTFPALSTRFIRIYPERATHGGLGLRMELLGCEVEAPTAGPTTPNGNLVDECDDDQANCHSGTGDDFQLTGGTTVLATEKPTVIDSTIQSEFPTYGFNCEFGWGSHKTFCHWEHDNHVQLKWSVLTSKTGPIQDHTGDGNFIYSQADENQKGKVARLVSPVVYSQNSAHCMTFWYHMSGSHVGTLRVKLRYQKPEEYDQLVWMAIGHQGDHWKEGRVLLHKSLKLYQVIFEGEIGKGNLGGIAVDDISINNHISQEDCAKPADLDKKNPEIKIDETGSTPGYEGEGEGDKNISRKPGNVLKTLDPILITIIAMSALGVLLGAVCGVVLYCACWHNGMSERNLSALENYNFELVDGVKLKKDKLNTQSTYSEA
SUMO1 PPI mod: modulators of human SUMO1-mediated protein-protein interactions | inhibition, % at 20 µM | SUMO1 binding to a labelled peptide, TR-FRET, 1 h | AID 602429 | hit rate 0.33% among 360,000; in the data active means inhibition above about 37%
Target sequence (P63165 whole entry, looked up): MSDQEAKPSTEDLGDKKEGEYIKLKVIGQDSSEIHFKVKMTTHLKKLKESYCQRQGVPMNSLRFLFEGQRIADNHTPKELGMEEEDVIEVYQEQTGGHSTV
E coli Lon inh: inhibits E. coli Lon protease; P0A9M0; purified E. coli Lon protease, fluorescence polarization; inhibition, % at 7.94 µM; hit rate 0.42% among 360,000; AID 602123; in the data active means inhibition above about 13%, passing the limit was not always enough;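 further: 0% = enzyme with probe and DMSO and 100% = no enzyme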
Tb MetRS inh: Trypanosoma brucei MetRS inhibition | hit rate 0.4% among 360,000 | AID 624268 | inhibition, % at 11.9 µM | purified T. brucei MetRS, ATP depletion, Kinase-Glo luminescence;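 active means inhibition above a per-plate cutoff of the control wells' mean inhibition plus 3 SD, cut at about 5.5% in these data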;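 further: 0% = DMSO wells median and 100% = median of wells with control inhibitor compound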
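Material: T. brucei methionyl-tRNA synthetase, purified; reagent: substrates ATP, L-methionine and bulk Escherichia coli tRNA; dosing: 11.9 µM single point; timing: 15 min plus 2 h at 25 °C; detection: luminescence of leftover ATP; evaluation: % inhibition; control set: DMSO-only wells as low control; replicates: singlicate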
Scp1 inh: inhibitors of human Scp-1 phosphatase | Q9GZU7 | Recombinant Scp1, phosphopeptide, malachite green phosphate absorbance | inhibition, % at 20 µM | hit rate 0.88% among 340,000;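 active means inhibition above about 50% at 20 µM, limit read from the data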;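 further: plate controls were DMSO wells with enzyme for no effect and wells lacking enzyme for full effect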
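Times: enzyme reaction 45 min at room temperature, colour 5 min, stabilisation 30 min. Material: SCP-1 catalytic fragment, aa 76-261. Medium: Acidic Tris acetate buffer with magnesium and detergent. Signal: colorimetric free-phosphate detection, absorbance 630 nm. Read-out basis: % inhibition of SCP-1 phosphate liberation. Reagent: Phosphorylated 17-residue peptide substrate.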
STEP block: blocks human striatal-enriched tyrosine phosphatase; P54829; recombinant STEP, OMFP fluorogenic substrate, fluorescence; inhibition, % at 20 µM; hit rate 0.25% among 360,000; AID 588621;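 active means inhibition at 20 µM, scaled per plate between control wells, above about 37%, limit read from the data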;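 further: 0% = DMSO with enzyme and substrate and 100% = substrate only without enzyme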
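Test system: STEP tyrosine phosphatase / Reagent: OMFP at 25 µM / Doses: 20 µM, 1% DMSO / Read-out: percent inhibition scaled to no-enzyme and uninhibited-enzyme controls, plate-pattern corrected / Detection: FITC-channel fluorescence of OMFP product / Medium: Bis-Tris buffer pH 6.0, 2.5 mM DTT, 0.005% Tween 20 / Schedule: 20 min at room temperature, dark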
MsrA act: activators of bovine methionine sulfoxide reductase A. purified bovine MsrA, absorbance read-out. activation, % at 10.6 µM. hit rate 0.3% among 360,000. AID 602163; in the data active means activation above about 7.5%;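 further: 0% = vehicle and 100% = reference activator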
MsrA inh: inhibits bovine methionine sulfoxide reductase A. AID 651718. inhibition, % at 15.5 µM. hit rate 0.75% among 360,000. purified bovine MsrA, absorbance read-out; in the data active means inhibition above about 4.5%;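 further: 0% = vehicle wells with enzyme and 100% = reference inhibitor wells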
An asterisk follows results filed as active; . = no result given.

CendR NRP1 mod,Tb MetRS inh,compound,SUMO1 PPI mod,E coli Lon inh,Scp1 inh,MsrA act,STEP block,MsrA inh,LMPTP inh,DNMT1 inh
10,0.2,CCOC(=O)N1CCN(c2cc(=O)n(C3CCCCC3)c(=O)[nH]2)CC1,3,-6,-10,4,4,-0.3,-0.1,-2
13,-0.8,O=C1CSC(c2cccnc2)N1CCc1ccccn1 (centres undefined),-2,-2,1,-1,-1,0.5,-2.0,-5
-10,0.3,CCCCn1c(SCc2nc3ccccc3s2)nc2cc(S(N)(=O)=O)ccc21,2,-5,-4,-1,-1,-1.0,1.2,-14
-1,-0.5,COc1ccc2c(c1OC)CN(C)CCc1cc3c(cc1C(=O)C2)OCO3,6,-1,-3,-6,5,0.4,0.6,0
-1,-0.3,O=C(N/N=C/c1cccs1)c1cc(-c2ccc(Cl)s2)[nH]n1,3,-8,42,-2,10,3.9,19,3
9,-0.7,Cc1ccc(Cl)cc1NC(=O)C1CC(=O)N(C(C)C)C1 (centres undefined),3,-1,-8,-2,2,-0.7,-0.2,3
15,-0.7,CCCC(=O)N(c1ccc(OCC)cc1)S(=O)(=O)c1ccc2c3c(cccc13)C(=O)N2C,-8,-6,-5,-1,2,-0.6,0.9,1
-1,-3.0,C=COCCNC(=O)C(=O)NCC(C)C,-4,-5,-2,-12,-2,1.3,-0.5,3

Profiles, quoted from the list:
COc1ccc2c(c1OC)CN(C)CCc1cc3c(cc1C(=O)C2)OCO3 is entered as CendR NRP1 mod: -1; Tb MetRS inh: -0.5; SUMO1 PPI mod: 6; E coli Lon inh: -1; Scp1 inh: -3; MsrA act: -6; STEP block: 5; MsrA inh: 0.4; LMPTP inh: 0.6; DNMT1 inh: 0
Cc1ccc(Cl)cc1NC(=O)C1CC(=O)N(C(C)C)C1 (centres undefined) is entered as CendR NRP1 mod: 9; Tb MetRS inh: -0.7; SUMO1 PPI mod: 3; E coli Lon inh: -1; Scp1 inh: -8; MsrA act: -2; STEP block: 2; MsrA inh: -0.7; LMPTP inh: -0.2; DNMT1 inh: 3

(continued)
CendR NRP1 mod,Tb MetRS inh,compound,SUMO1 PPI mod,E coli Lon inh,Scp1 inh,MsrA act,STEP block,MsrA inh,LMPTP inh,DNMT1 inh
3,-0.2,CCN(Cc1ccccc1)C(=O)C1CCN(Cc2ccc(OC)c(OC)c2OC)CC1,1,0,-5,-2,1,-0.1,-0.5,-4
5,-1.1,Clc1ccc(OCc2nnnn2-c2ccccc2)cc1,0,1,-5,-6,-1,-0.7,-1.1,1
7,2.3,OC(COc1ccc(Cl)cc1Cl)CN1CCc2ccccc2C1 (centres undefined),2,1,1,-2,0,0.7,-1.7,-1
-2,-2.3,Brc1ccccc1C1=Nn2c(nnc2-c2ccccc2)SC1,-4,-6,-5,-6,0,0.1,0.3,-3
7,-0.3,Cc1nn(-c2ccc(Br)cc2)c(=O)c2ccccc12,0,11,-9,-3,-2,-0.1,-1.6,1
-7,-0.5,Cc1cc(C)n(CCC(=O)N2c3ccccc3CC2C)n1 (centres undefined),6,12,-5,-2,-3,-1.4,0.1,1
-7,-0.4,CCOc1ccc(OCC)c(NC(=O)C2CCN(c3ncccn3)CC2)c1,-2,-1,-2,2,0,0.4,2.9,-2
11,-0.3,CC(=O)NCCn1c(C)cc2ccccc21,-21,0,31,-1,2,0.9,1.2,3
4,-0.4,O=c1c2cnn(-c3ccccc3)c2nnn1/N=C/c1cccnc1,-27,-3,-2,-2,-4,0.7,-0.7,1
4,-0.2,CN(C)c1nc(Nc2ccc(Cl)c(Cl)c2)nc(N(C)C)n1,5,-2,0,-2,-2,-0.5,0.6,2
-12,-0.3,O=C(CN1C(=O)c2cccc3cccc1c23)Nc1ccc2c(c1)OCO2,-8,-6,-2,-3,-2,-0.6,0.3,-10
5,-0.7,NNC(=O)CN1CCCc2ccccc21,-1,5,-1,-3,10,0.9,-1.3,-1
5,-2.0,COc1ccccc1C(=O)Nc1ccc2c(c1)CCCN2C(=O)c1cccs1,4,0,-5,-1,0,1.2,1.7,0
-34,0.4,Cc1cccc(N=C2NC(=O)/C(=C\c3cccs3)S2)c1,-6,-4,-7,-2,2,2.1,4.5,9
-17,-0.4,CC1(c2cccc(Br)c2)NC(=O)N(CC(=O)N2CCc3ccccc32)C1=O (centres undefined),-2,0,-10,-8,-5,-0.3,-0.9,-1
12,-0.7,O=C(Nc1cccc(NC(=O)c2ccc([N+](=O)[O-])o2)c1)c1ccco1,-43,5,-12,-5,-3,1.8,0.5,1
-3,0.0,O=C(NCc1ccccn1)Nc1cc(Cl)ccc1Cl,4,2,-11,-2,-3,-0.9,-0.7,0
-11,-0.8,Cc1ccc(-c2nc3cc(C)c(Br)c(C)n3c2CC2CCCCC2)cc1,2,5,.,-4,.,0.8,1.9,.
9,-1.4,c1ccc2c(c1)Cc1ccccc1O2,1,-9,-9,-3,2,-2.0,0.9,3
10,-1.0,COc1ccc(C(=O)C2CCCN(C/C=C/c3ccccc3OC)C2)c(OC)c1 (centres undefined),-2,6,-8,-2,0,-0.6,0.2,-1
10,-0.4,COc1ccc(C(CC(=O)O)NC(=O)Nc2ccccc2)cc1OC (centres undefined),-2,-6,3,3,0,-1.5,1.4,-1
-16,-0.9,CC(=O)c1ccc(NC(=O)C2C3C=CC(C3=C(c3ccccc3)c3ccccc3)C2C(=O)O)cc1 (centres undefined),4,-3,0,-5,1,1.4,0.8,5
2,-0.6,CC1(C)CC(=O)C2=C(C1)NC(=O)NC2c1ccc(Cl)cc1 (centres undefined),1,0,2,-1,1,-0.2,0.3,-1
6,-0.8,CC1(C)Cc2nc3oc4c(NCc5ccccc5)ncnc4c3cc2CO1,4,1,2,-2,0,2.1,-1.3,-3
-10,0.0,Cc1c(C(=O)N2CCCCC2)oc2ccc(Br)cc12,-5,-7,-5,-3,1,0.7,1.5,4
-8,-1.0,CC(=O)Nc1ccc(-c2nnc(SCc3c(C)cc(C)cc3C)n2C)cc1,0,-10,-3,-2,-2,1.4,-0.7,2
-1,-1.4,COc1ccc(N(Cc2ccccc2)C(=O)CSc2nnc(Cn3nnc4ccccc43)o2)cc1,1,-14,-4,-11,-4,3.5,1.7,-2
-1,0.4,CC(C)(C)NC(=O)[C@H]1CC[C@H]2[C@@H]3CC[C@H]4NC(=O)C=C[C@]4(C)[C@H]3CC[C@]12C,-5,5,-4,-1,-1,-0.8,-2.7,-1
0,-0.4,COc1ccccc1CNC(=O)c1ccccc1C(=O)NC(C)(C)C(=O)NCc1ccccc1OC,-2,-1,4,-2,-1,0.9,-0.4,0
1,-0.5,Cc1cc(C)n2nc(S(=O)(=O)N(CC(C)C)CC(C)C)nc2n1,2,-3,-4,-5,-2,1.1,-0.4,1
3,-0.8,CCCCN(CCCC)CC(O)COc1ccccc1Br (centres undefined),7,-6,-1,-7,1,-1.3,-2.2,6
-12,-0.2,c1ccc(C2=NOC(c3nnc(-c4ccccc4)o3)C2)cc1 (centres undefined),-5,4,-2,-1,2,-0.3,-0.1,0
-3,-0.3,CC(C)NC(=O)C1(C)CCN1CCC(=O)c1ccccc1 (centres undefined),-2,7,.,-7,3,1.6,-1.2,-1
6,0.3,CCOC(=O)C1=C(N)OC2=C(C(=O)CC(C)(C)C2)C1c1cc(CSc2nnnn2C)cs1 (centres undefined),-1,-1,-6,-2,2,-0.4,0.3,0
6,0.5,C[C@H](NC(=O)c1nc[nH]c1C(=O)OCc1ccccc1)c1ccccc1,6,2,-6,-3,2,-0.4,-0.4,-3
8,-0.7,O=C(CSc1nc2ccccc2o1)N1N=C(c2cccs2)CC1c1ccc(F)cc1 (centres undefined),1,14,-12,-2,-1,1.0,5.4,-1
6,0.0,CCCCCCC(C)n1[nH]c(=O)cc1N (centres undefined),-6,-2,9,-3,-2,0.7,-1.3,-6
-3,0.1,CC(=O)Nc1ccc(NC(=O)C2CCC(CNS(=O)(=O)c3cccc4nsnc34)CC2)cc1 (centres undefined),-18,-10,-4,-3,-4,0.6,-0.7,4
12,-0.1,COCCNC(=O)C(c1cccnc1)N(Cc1ccccc1)C(=O)Cn1nnc2ccccc21 (centres undefined),-3,-22,-6,-2,0,-0.1,-1.0,2
-38,0.0,N#Cc1cnc(=S)n(-c2cc(C(F)(F)F)cc(C(F)(F)F)c2)c1N,3,-37,.,-5,1,1.2,-1.4,6
-10,-2.0,CC1CCC(NC(=O)CN2CCC(n3nnc4cc(F)ccc43)CC2)CC1 (centres undefined),0,1,3,-6,0,0.8,-5.1,-5
-3,0.7,COc1ccc(C(=O)c2ccc([N+](=O)[O-])cc2Cl)cc1,-29,2,-3,-3,-1,-0.3,1.7,-1
22*,0.2,CCOC(=O)[C@H]1[C@H]2COc3ccc(OC)cc3[C@@H]2N2C(=O)CN(Cc3ccco3)C(=O)[C@@]12C,-2,3,-3,-1,0,-0.5,-1.4,2
6,-0.4,Cc1[nH]c2ccc(F)cc2c1CCN(Cc1cccnc1)C(=S)Nc1ccc(F)cc1,0,16,2,-2,2,-1.3,1.5,-18
12,0.2,CC(C)Oc1ccc(CNC(=O)Cn2ccc3cc(S(=O)(=O)N4CCCC4)ccc32)cc1,0,-15,-10,-2,2,1.5,1.6,-2
9,-0.6,COc1ccc(Br)cc1C(=O)NC(=S)Nc1ccc(CN2CCOCC2)cc1,0,-1,4,-2,1,1.8,2.5,-9
-7,-0.1,N#Cc1cn(-c2ccccc2)nc1-c1cc2ccccc2oc1=O,17,-2,2,-2,4,1.2,1.3,-6
13,-1.2,NC(=O)NC(=O)COC(=O)CC12CC3CC(CC(C3)C1)C2,-3,0,1,-9,-3,0.9,0.9,0
12,-0.7,CCOC(=O)COc1ccc2c(=O)cc(-c3ccccc3)oc2c1,-2,2,-7,-1,1,1.5,1.4,0
4,-0.5,O=C(OCC(=O)N1CCCCC1)c1c[nH]c2ccccc12,5,7,0,-12,0,0.3,0.4,6
2,0.2,COC(=O)C1=C(C)NC(C)=C(C(=O)OC)C1c1ccc(-c2cccc(Cl)c2Cl)o1,18,7,-8,-5,1,0.4,2.1,-12
1,-0.6,O=C(Cc1ccccc1)NCC(=O)OCc1ccc([N+](=O)[O-])cc1,-11,3,0,-5,-1,-1.4,-0.7,4
-6,0.3,CC(C)(C(=O)N1CCC1(C)C(=O)NS(=O)(=O)c1ccc(C#N)cc1)c1ccccc1 (centres undefined),3,0,.,0,-2,1.3,-0.7,2

Screens: PubChem, several laboratories
